High-throughput results from PubChem.
PABP1 MLLE inh = inhibitors of microRNA-mediated deadenylation, human PABP1 MLLE binding. P11940. GST-MLLE / FITC-PAM2 fluorescence polarization. inhibition, % at 20 µM. 360,000 tested, 0.36% active; in the data active = inhibition above about 35%, passing the limit was not always enough;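 note: plate controls were DMSO wells with GST-MLLE for no effect and wells lacking GST-MLLE protein for full effect; some results filed as inactive read as strong as hits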
eLon inh = inhibitors of E. coli Lon protease. 360,000 tested, 0.42% active. P0A9M0. AID 602123. purified E. coli Lon protease, fluorescence polarization. inhibition, % at 7.94 µM; in the data active = inhibition above about 13%, passing the limit was not always enough;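 note: 0% = enzyme with probe and DMSO and 100% = no enzyme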
Neddyl block = inhibitors of human cullin neddylation. AID 651699. P61081+Q13564. 360,000 tested, 0.58% active. TR-FRET cullin neddylation, biochemical. calls only at 25 µM; in the data active = inhibition above about 36%
SKN-1 block = C. elegans SKN-1 inhibition. inhibition, % at 21.8 µM. 360,000 tested, 0.49% active. C. elegans VP596 Pgst-4::GFP/RFP ratio, acrylamide-induced, 24 h;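 active = interference check ratio from 0.5 to 1.5 plus GFP to RFP signal ratio inhibition reaching or exceeding a fixed threshold, cut at about 30% in these data, passing the limit was not always enough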; note: some compounds called inactive have numbers as strong as hits
CendR NRP1 mod = modulators of CendR peptide binding to human neuropilin-1. FAM-RPARPAR peptide binding to NRP-1, fluorescence polarization. inhibition, % at 25 µM. 360,000 tested, 0.85% active;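 active = inhibition or corrected inhibition above about 18%, plus a signal ratio from 0.5 to 1.5, limit read from the data, passing the limit was not always enough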; note: strong numbers were not always called active
MT1-MMP act inh = MT1-MMP (human) activation inhibition | P50281 | 360,000 tested, 0.061% active | GFP/RFP ratio change, % at 20 µM | HT1080 RFP-PRO-GFP cells, GFP/RFP ratio fluorescence, overnight; percent of plate control window, DMSO zero | AID 651647;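 active = GFP/RFP ratio change of at least 30% with cell ATP level not reduced by more than half and red fluorescence within 50% of control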; note: strong numbers were not always called active
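Assay system: RFP-PRO-GFP reporter HT1080 cells; read-out basis: GFP/RFP fluorescence ratio; benchmarks: DMSO wells and RFP-L50D-GFP cells; doses: 20 µM single dose, 1% DMSO; schedule: overnight cell settling, then overnight compound exposure, 37 °C, 5% CO2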
FAS TE block = blocks the thioesterase domain of human fatty acid synthase. P49327. recombinant FAS-TE, OMFH fluorogenic substrate, fluorescence endpoint. inhibition, % at 15 µM. 360,000 tested, 0.67% active. AID 602261;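 active = compounds whose normalised, plate-corrected inhibition of enzyme fluorescence in the single-dose primary screen is 50% or more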;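 note: 0% = DMSO with enzyme and 100% = substrate without enzyme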
Target sequence (P49327 whole entry, looked up, the tested form may be a part): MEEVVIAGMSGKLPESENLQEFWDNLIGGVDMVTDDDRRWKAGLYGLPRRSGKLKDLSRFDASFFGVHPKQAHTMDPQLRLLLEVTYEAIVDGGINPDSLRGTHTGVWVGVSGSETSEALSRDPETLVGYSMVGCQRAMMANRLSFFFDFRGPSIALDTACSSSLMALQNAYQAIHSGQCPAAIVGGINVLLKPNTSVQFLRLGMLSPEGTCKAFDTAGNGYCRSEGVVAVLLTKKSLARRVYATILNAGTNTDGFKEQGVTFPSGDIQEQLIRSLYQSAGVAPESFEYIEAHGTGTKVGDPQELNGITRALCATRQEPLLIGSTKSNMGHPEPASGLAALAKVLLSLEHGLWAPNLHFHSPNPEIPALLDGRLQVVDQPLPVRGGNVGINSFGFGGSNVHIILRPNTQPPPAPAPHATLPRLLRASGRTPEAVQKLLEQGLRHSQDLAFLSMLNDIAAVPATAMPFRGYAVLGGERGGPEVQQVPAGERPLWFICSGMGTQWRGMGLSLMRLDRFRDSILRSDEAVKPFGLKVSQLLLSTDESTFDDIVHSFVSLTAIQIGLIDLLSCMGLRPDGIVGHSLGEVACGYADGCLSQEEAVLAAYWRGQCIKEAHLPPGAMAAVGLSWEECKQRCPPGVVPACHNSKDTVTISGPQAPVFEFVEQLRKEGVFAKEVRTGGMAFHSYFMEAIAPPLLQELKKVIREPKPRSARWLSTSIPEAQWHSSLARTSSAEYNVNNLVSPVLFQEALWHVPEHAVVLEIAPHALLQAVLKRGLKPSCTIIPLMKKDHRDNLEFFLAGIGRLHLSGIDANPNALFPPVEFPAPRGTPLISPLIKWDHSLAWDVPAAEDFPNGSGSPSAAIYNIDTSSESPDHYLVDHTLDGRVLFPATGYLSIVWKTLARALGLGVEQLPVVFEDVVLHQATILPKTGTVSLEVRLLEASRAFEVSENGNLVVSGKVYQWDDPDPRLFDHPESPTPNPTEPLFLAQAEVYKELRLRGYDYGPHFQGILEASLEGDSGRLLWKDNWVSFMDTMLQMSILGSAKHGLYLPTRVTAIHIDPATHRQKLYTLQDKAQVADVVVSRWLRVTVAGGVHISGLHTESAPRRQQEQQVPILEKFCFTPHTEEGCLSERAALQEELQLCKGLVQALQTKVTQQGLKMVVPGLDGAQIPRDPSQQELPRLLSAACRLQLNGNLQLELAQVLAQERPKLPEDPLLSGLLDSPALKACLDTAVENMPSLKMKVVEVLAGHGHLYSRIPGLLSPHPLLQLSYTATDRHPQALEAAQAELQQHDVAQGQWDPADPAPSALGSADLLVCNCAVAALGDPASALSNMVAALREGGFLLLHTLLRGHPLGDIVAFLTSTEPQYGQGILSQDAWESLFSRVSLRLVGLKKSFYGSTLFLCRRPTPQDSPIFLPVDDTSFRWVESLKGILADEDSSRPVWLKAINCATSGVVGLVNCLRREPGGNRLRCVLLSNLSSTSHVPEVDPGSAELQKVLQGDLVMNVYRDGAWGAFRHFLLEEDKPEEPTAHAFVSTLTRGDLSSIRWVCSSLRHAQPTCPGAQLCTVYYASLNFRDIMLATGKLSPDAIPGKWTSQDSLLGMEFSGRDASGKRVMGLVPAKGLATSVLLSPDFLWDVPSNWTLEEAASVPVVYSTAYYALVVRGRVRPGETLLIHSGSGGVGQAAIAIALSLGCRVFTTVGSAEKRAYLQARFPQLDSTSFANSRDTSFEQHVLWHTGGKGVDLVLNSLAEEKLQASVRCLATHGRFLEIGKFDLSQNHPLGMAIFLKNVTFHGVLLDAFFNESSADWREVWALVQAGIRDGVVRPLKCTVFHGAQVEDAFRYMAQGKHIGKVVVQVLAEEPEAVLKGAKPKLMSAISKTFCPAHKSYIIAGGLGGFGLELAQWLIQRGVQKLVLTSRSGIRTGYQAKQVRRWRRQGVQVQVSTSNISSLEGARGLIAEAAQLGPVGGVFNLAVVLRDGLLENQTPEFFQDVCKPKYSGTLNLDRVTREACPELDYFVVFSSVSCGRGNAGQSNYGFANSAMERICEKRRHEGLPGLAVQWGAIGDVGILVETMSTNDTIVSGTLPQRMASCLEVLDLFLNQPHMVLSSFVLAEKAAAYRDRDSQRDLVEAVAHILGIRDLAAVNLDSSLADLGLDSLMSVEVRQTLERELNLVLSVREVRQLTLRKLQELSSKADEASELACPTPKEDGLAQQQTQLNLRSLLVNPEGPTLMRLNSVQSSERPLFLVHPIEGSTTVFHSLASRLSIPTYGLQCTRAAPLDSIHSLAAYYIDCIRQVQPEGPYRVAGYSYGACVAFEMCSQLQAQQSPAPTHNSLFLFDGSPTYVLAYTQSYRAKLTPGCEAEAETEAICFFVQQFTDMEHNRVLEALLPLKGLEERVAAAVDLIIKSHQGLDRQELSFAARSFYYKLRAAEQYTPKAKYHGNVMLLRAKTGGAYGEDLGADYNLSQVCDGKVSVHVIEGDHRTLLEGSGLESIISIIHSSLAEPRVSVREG
bovine MsrA act = bovine methionine sulfoxide reductase A activation; purified bovine MsrA, absorbance read-out; activation, % at 10.6 µM; 360,000 tested, 0.3% active; AID 602163; in the data active = activation above about 7.5%;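 note: 0% = vehicle and 100% = reference activator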
Rin1 Abl inh = human Rin1-Abl interaction inhibition | P00519+Q13671 | TR-FRET Rin1/Abl binding, biochemical | inhibition, % at 7.35 µM | 360,000 tested, 0.4% active | AID 588664; in the data active = inhibition above about 5%, passing the limit was not always enough
Numbers without * were called inactive; i = inactive; nt = no result given; + = active, no number; & = joins results of further samples.

SMILES	PABP1 MLLE inh	eLon inh	Neddyl block	SKN-1 block	CendR NRP1 mod	MT1-MMP act inh	FAS TE block	bovine MsrA act	Rin1 Abl inh
COc1ccc(C)cc1NC(=O)C(=O)NNC(=O)COc1ccc(Cl)cc1	4	0	i	5	6	7	-1	-1	2
CCn1cc(CN2CCC(C(=O)Nc3ccc(Oc4cccnc4)cc3)CC2)c(C)n1	-1	-6	i	-4	18	-1	-4	-2	-2
C#CCOCCOCCOCCNc1nc(N2CCN(C(=O)[C@H](CCCCN)n3cc(CCC(=O)O)nn3)CC2)nc(N2CCN(C(=O)[C@H](Cc3ccc(O)cc3)n3cc(CCO)nn3)CC2)n1	5	0	i	7	9	-2	-10	-2	3
Oc1ccc(-c2nccs2)cc1	-7	0	i	21	-9	7	-5	-2	-5
CCCCC(=O)N(c1ccc(C)c(C)c1)C1C=CS(=O)(=O)C1 (configuration not stated)	6	2	i	1	-2	-6	-4	-9	-6
c1ccc(CN2CCN(CCCNc3ccc4nnc(-c5ccccc5)n4n3)CC2)cc1	3	-3	i	6	4	-8	4	-1	1
CN(C(=O)CN1C(=O)NC(C)(c2cccc(Br)c2)C1=O)C1CCCCC1 (configuration not stated)	17	-3	i	5	21	-3	0	-1	0
O=C(Nc1cccc(F)c1)Nc1ccnn1C1CCN(C(=O)c2ccccn2)CC1	10	-13	i	10	11	-2	-7	-4	-1
Oc1ccc(CNc2ccccc2)c2cccnc12	41*	-1	i	-4	-7	-9	-6	-2	5
CC1(C(=O)NCc2ccc(Cl)cc2)CCN1C(=O)Cc1cccc2ccccc12 (configuration not stated)	5	-6	i	15	-2	1	12	-3	1
Cc1cc(C(C)(C)C)oc1C(=O)N1CCN(C(=O)c2oc(C(C)(C)C)cc2C)CC1	3	1	i	6	-4	-5	17	0	1
COc1ccc2c(c1)CCC/C2=N\NC(=O)c1ccoc1C	0	-4	i	2	9	3	-6	-1	1
Oc1ccccc1-c1cc(-c2ccco2)[nH]n1	12	-6	i	-11	-13	1	0	-5	-6
COc1ccccc1OCC(=O)Nc1ccc(S(=O)(=O)Nc2cc(C)on2)cc1	8	-2	i	5	-7	-1	-8	-2	3
OCCC1CN(Cc2nc3c(s2)CCCC3)CCN1Cc1ccccc1 (configuration not stated)	-6	-10	i	-12	2	1	-7	-8	2
N#Cc1cccc(C#N)c1NCC1CCCO1 (configuration not stated)	-11	10	nt	-1	2	-2	0	-2	2
Cc1oc(-c2ccc(F)cc2)nc1CN1CCCC(C(=O)N2CCOCC2)C1 (configuration not stated)	9	-12	i	-2	0	-4	-2	-3	-2
CC(NC(=O)CCCn1cc([N+](=O)[O-])cn1)c1ccccc1 (configuration not stated)	-10	4	i	0	-2	1	18	-8	0
Cc1cc(C)nc(N/N=C/c2ccccc2)n1	10	1	i	11	-1	-2	-8	-5	-4
O=C(N/C=N/OCc1cccc(C(F)(F)F)c1)N1OC[C@@H]2COc3ccc4ccccc4c3[C@@H]21	-3	3	i	-36	-2	2	26	-9	2
COc1ccc(N2CCN(C(CNC(=O)c3ccco3)c3ccco3)CC2)cc1 (configuration not stated)	-16	-7	i	-8	4	6	-1	-11	-3
COc1cc(C(=O)c2ccccc2Cl)c([N+](=O)[O-])cc1OC	-2	12	i	4	10	3	2	-5	-5
Cc1ccccc1OCC(O)Cn1c2ccccc2c2ccccc21 (configuration not stated)	-4	-4	i	-1	-10	-7	29	-4	2
COCCNC(=S)N1CCN(c2cccc(C)c2C)CC1	-108	1	i	6	3	3	-6	-4	-2
COC(=O)c1ccc(NC(=O)CN(C)S(=O)(=O)c2ccc(OC)c(C)c2)cc1	15	7	i	7	13	0	12	-3	-1

Already shown: an excerpt of the list.
SMILES	PABP1 MLLE inh	eLon inh	Neddyl block	SKN-1 block	CendR NRP1 mod	MT1-MMP act inh	FAS TE block	bovine MsrA act	Rin1 Abl inh
C#CCOCCOCCOCCNc1nc(N2CCN(C(=O)[C@H](CCCCN)n3cc(CCC(=O)O)nn3)CC2)nc(N2CCN(C(=O)[C@H](Cc3ccc(O)cc3)n3cc(CCO)nn3)CC2)n1	5	0	i	7	9	-2	-10	-2	3
Oc1ccc(-c2nccs2)cc1	-7	0	i	21	-9	7	-5	-2	-5
CCCCC(=O)N(c1ccc(C)c(C)c1)C1C=CS(=O)(=O)C1 (configuration not stated)	6	2	i	1	-2	-6	-4	-9	-6
c1ccc(CN2CCN(CCCNc3ccc4nnc(-c5ccccc5)n4n3)CC2)cc1	3	-3	i	6	4	-8	4	-1	1

(next part)
SMILES	PABP1 MLLE inh	eLon inh	Neddyl block	SKN-1 block	CendR NRP1 mod	MT1-MMP act inh	FAS TE block	bovine MsrA act	Rin1 Abl inh
CC1=C(C(=O)N2CCCCCC2)CC(CC(=O)NCCc2ccccn2)C(=O)N1CCCN1CCCC1=O (configuration not stated)	nt	-2	i	-5	6	6	-4	-2	nt
O=C(NCCN1CCOCC1)c1csc2c1CCCC2	2	2	i	14	-6	1	-5	-2	-3
CCCCCc1c(C)nc(N2CCN(Cc3ccc4c(c3)OCO4)CC2)[nH]c1=O	8	5	i	6	-15	2	-9	-3	0
Cc1c(C)c2cc(Cl)c(OCc3nn[nH]n3)cc2oc1=O	-3	-2	+	-26	-2	0	-2	-6	-4
Cc1nnc(N2C(=O)C(=O)/C(=C(/O)c3ccc4c(c3)OCCO4)C2c2ccc(F)cc2)s1 (configuration not stated)	-1	-2	i	-1	-8	-1	-2	-11	6
Cc1ccc(-n2ncc(N(C)C)c(Cl)c2=O)cc1	2	3	i	4	-6	-2	-5	-5	1
CCOC(=O)C(C)Sc1ccc2nnc(-c3ccc(F)cc3)n2n1 (configuration not stated)	-10	-4	nt	0	-2	3	-3	-2	4
Cc1nc(NCc2ccccc2)sc1C(=O)Nc1ccccc1	7	-3	i	6	-10	5	-2	-4	-2
O=C(COC(=O)C1CCC1)Nc1ccc(Cl)cn1	1	-3	i	-4	3	0	-6	-6	2
O=C(c1ccc(Cl)cc1)c1ccc(OCC(O)CN2CCCCC2)cc1 (configuration not stated)	11	-6	i	11	-5	3	-9	-3	-3
O=C(/C=C/c1ccco1)NC(=S)Nc1ccc(Cl)cn1	-30	-3	i	11	-49	-1	0	-4	-1
C=CCOc1ccc(CN(C)Cc2nc3cc(C(F)(F)F)ccc3c(=O)[nH]2)cc1	-16	3	i	1	5	3	21	0	4
COc1ccc(-n2c(SCC#N)nc3ccccc3c2=O)cc1	-1	-2	i	9	4	-1	3	0	3
OC1Cc2ccccc2C1Nc1cccc(C(F)(F)F)c1 (configuration not stated)	0	-4	i	-18	2	-2	16	-3	4
Cc1cc(C)cc(OCC(=O)OCC(=O)N(C)CC(=O)Nc2ccc(F)cc2)c1	2	0	i	11	-1	1	-2	0	2
Cc1cc(C)c(NS(=O)(=O)c2ccc3c(c2)NC(=O)C(C)C(=O)N3)c(C)c1 (configuration not stated)	1	-5	i	-6	-10	-11	-22	-9	-5
CC(=O)Nc1ccc(S(=O)(=O)N(C)CC(=O)NCCOc2ccccc2)cc1	8	-24	i	16	4	-1	-4	0	1
Cc1ccccc1CC(=O)Nc1ccc2c(c1)c(=O)n(C)n2-c1cccs1	-1	-1	i	18	27*	1	-3	-2	-7
CC1=NN(c2ccccc2)C(=O)/C1=C\c1cn(CCC#N)nc1-c1ccc(Cl)cc1	11	-5	i	1	-8	7	-8	0	7
C=CCn1c(C(C)n2c(-c3cnccn3)nc3ccccc32)nc2ccccc21 (configuration not stated)	nt	nt	i	11	16	-2	nt	nt	nt
O=C(NCc1ccccc1C(F)(F)F)C1CC(O)CN1C(=O)Nc1ccccc1 (configuration not stated)	4	-4	i	15	7	-3	-2	-2	1
Cc1ccc(NC(=S)N(CCN(C)C)C(C)c2cccnc2)c(C)c1 (configuration not stated)	6	7	i	4	5	4	-3	-1	-5
COc1ccc(COc2cccc(C=O)c2)cc1	5	6	i	3	4	0	6	1	-1
O=S(=O)(NCCN1CCCC1)c1ccc(Cl)cc1	-9	-6	i	9	-6	0	-8	-1	-2
CCOC(=O)C(=CNc1ncccc1C)C(=O)OCC	10	2	i	5	14	1	-7	-4	4

Following part:
SMILES	PABP1 MLLE inh	eLon inh	Neddyl block	SKN-1 block	CendR NRP1 mod	MT1-MMP act inh	FAS TE block	bovine MsrA act	Rin1 Abl inh
COc1ccccc1-c1nnc(SC(C)C(=O)Nc2ccc(C(N)=O)cc2)o1 (configuration not stated)	-59	4	i	3	0	-1	-8	-2	4
CC(/C=C\c1cccnc1)=C/C(=O)O	5&-6	-1&6	i	10&-9	-10&5	-2&5	-9&-8	-3&-1	-2&-1
O=C(Cc1cc(=O)[nH][nH]1)N/N=C/c1c(Cl)cccc1Cl	-7&-6	-8&10	i	-2&15	10&-7	3&5	-6&-4	-11&-3	0&1
CCc1nc2ccc(C(=O)NCc3ccccc3OC)cn2c1N(CC)Cc1cccc(Br)c1	1	1	i	12	-6	-13	13	-1	-1
Cc1cc(=O)n2cccc(O)c2n1	-5	-6	nt	0	3	9	2	-10	0
Cc1cc(C)c2c(c1)OC(=O)CC2c1ccc2c(c1)OCO2 (configuration not stated)	-4	2	i	-1	4	1	24	0	2
CC1=C(C(=O)OC(C)C)C(c2ccco2)NC(=O)N1 (configuration not stated)	10	-3	i	8	-1	1	-1	-2	-2
CC(NC(=O)CCc1c[nH]c2ccccc12)c1ccccc1 (configuration not stated)	3	-11	i	-11	6	2	-1	-1	1
CCOc1ccc(Nc2nc(Cc3nnc(SCC(=O)N(CC)CC)n3C)cs2)cc1	-38	-5	i	12	6	-1	0	-4	1
CCOc1c(C#N)c(C#N)c2nc(C)cc(C)n12	-5	-18	i	-15	-50	-15	2	-5	2
CCOC(=O)c1ccccc1NC(=O)c1ccc2nc[nH]c2c1	-7	-1	i	0	1	-1	-20	-4	-2
CC(=O)Oc1c(C(=O)c2nnc(C)o2)c(=O)n(C)c2ccccc12	5	-4	nt	-4	-33	-5	-15	-3	1
O=C(OCC(=O)N1CCN(C(=O)c2ccco2)CC1)c1sc2cc(F)ccc2c1Cl	8	-9	i	4	6	-3	-1	-8	-2
COc1ccc(NC(=O)CCCCCN2C(=O)CCC2=O)cc1Cl	1	0	i	-3	-2	2	-2	0	-1
Cc1cc(C)nc(-n2ncc3c2CC(c2cccc(Cl)c2)CC3=O)n1 (configuration not stated)	15	0	i	12	-7	-6	12	-4	-1
O=C(Nc1nccs1)C1CCN(S(=O)(=O)c2cccnc2)CC1	-4	4	i	-5	-3	-2	1	-1	2
COC(=O)c1ccc(-c2nc3cc(N)ccc3o2)cc1	6	-6	i	31	-13	-7	-3	-2	-1
O=C(CCc1ccccc1)N1CCN(CCO)CC1	2	4	i	4	3	1	-7	-7	0
CCOC1=C2CN(S(=O)(=O)c3ccc(C)cc3)[C@H](c3ccccc3)C[C@@H]2N(S(=O)(=O)c2ccc(C)cc2)[C@H](c2cccc(C)c2)C1	0	-8	i	0	-31	3	15	-9	2
CS(=O)(=O)N1CCN(c2ccccc2NC(=S)NC(=O)c2ccco2)CC1	21	0	i	-4	16	-7	17	0	-5
CCOc1c(Br)cc(CNc2ccc(N3CCOCC3)cc2)cc1OC	18	6	i	-10	7	0	6	0	-3
CCN(CC)c1ccc(NS(=O)(=O)c2ccc(-c3ccc(=O)[nH]n3)o2)c(C)c1	13	-3	i	1	14	4	-6	-3	-3
COc1ccc(CCNC(=O)c2cc3ccccc3oc2=O)cc1	-5	-15	i	12	-14	-2	-2	-3	2
